Yfh1-off respiration: enhancers of respiration in Yfh1-depleted yeast, dose response, Friedreich's ataxia, plus single-dose screen (AID 1465) | S. cerevisiae Yfh1-off respiration, WST-1 reduction, 72 h; higher fold induction means a stronger effect | 220,000 compounds, 0.074% hits | fold induction at 50 µM, or EC50 in µM where a hit was titrated;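 active means fold induction of absorbance versus untreated yeast above a set limit, then at least 30% activation at any dose in follow-up; inconclusive means repeats straddling the limit, or above it without dose testing; inactive means fold induction below the set limit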;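 further: activators that raise dye reduction in frataxin-depleted yeast; strong numbers were not always called active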
Large T inhibition: SV40 large T antigen inhibitors, biochemical (AID 1903); 310,000 compounds, 0.39% hits; inhibition, % at 20 µM; hits with a dose series show IC50 in µM; SV40 large T antigen ATPase/helicase inhibition assay; higher % means a stronger effect; in the data active means a potency from the dose series; inconclusive means inhibition mostly from about 32% at the one dose, without a potency; inactive means the rest, 99 in 100 with inhibition below about 32%; further: strong numbers were not always called active
GPR55 LPI antagonism: GPR55 antagonists blocking LPI-driven arrestin recruitment, primary screen, imaging, U2OS, beta-arrestin-GFP, LPI agonist (AID 2013); inhibition, % at 10 µM; hits with a dose series show IC50 in µM; U2OS GPR55 beta-arrestin-GFP translocation imaging, LPI antagonism; higher % means a stronger effect; 290,000 compounds, 0.13% hits;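 active means spots per cell inhibited over 60%, with over 100 cells counted and total cytoplasm intensity under 500,000; inconclusive means wells with under 100 cells, flagged as likely toxic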;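 further: U2OS cells stably carrying GPR55 and arrestin-GFP stimulated by 5 µM LPI near EC80; imaged beta-arrestin-GFP aggregate spots per cell after agonist stimulation; plate controls were LPI-stimulated DMSO wells for no effect and DMSO wells without LPI for full effect; some results filed as inactive read as strong as hits; confirmed hits need IC50 under 10 µM and bright autofluorescent wells are also inconclusive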
MgcRacGAP inhibition: MgcRacGAP GTPase-activating activity inhibitors, confirmation, biochemical, ADP Hunter fluorescence | Rac GTPase-activating protein 1 (Homo sapiens) | inhibition, % at 30 µM, or IC50 in µM where a hit was titrated | MgcRacGAP-stimulated Rac1 GTP hydrolysis, ADP Hunter fluorescence; higher % means a stronger effect; GST-tagged Rac1 F28L mutant substrate | 340,000 compounds, 0.6% hits;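 active means first-screen hits whose inhibition reached a set limit at any dose in the follow-up dose series; inconclusive means inhibition above the set first-screen limit but never retested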;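 further: fluorescence reports GDP produced by GAP-driven GTP hydrolysis; strong numbers were not always called active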
GPR35 arrestin U2OS: GPR35 antagonists blocking zaprinast-driven arrestin recruitment, primary screen, imaging, U2OS, beta-arrestin-GFP, zaprinast agonist (AID 2058) | U2OS GPR35 beta-arrestin-GFP translocation imaging, zaprinast antagonism; higher % means a stronger effect | inhibition, % at 10 µM; hits with a dose series show IC50 in µM | 290,000 compounds, 0.052% hits;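 active means inhibition of at least 50% with at least 30 cells and total cytoplasm GFP at most 10,000,000; inconclusive means under 30 cells or total GFP of 10,000,000 plus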
NTR1 agonist: agonists of NTR1, primary screen, imaging, U2OS cells, beta-arrestin-GFP, high content (AID 493036) | activation, % at 20 µM | 330,000 compounds, 0.17% hits | NTR1-U2OS beta-arrestin-GFP spot imaging, agonist mode | Neurotensin receptor type 1 (Homo sapiens), P30989;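 active means activation at or above 40% of the spot to cytoplasm intensity ratio, with at least 20 cells analyzed; inconclusive means wells under 20 cells, flagged as cytotoxic or low count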;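 further: 0% = DMSO without peptide and 100% = 100 nM NTR1 peptide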
Target sequence (P30989 whole entry, looked up): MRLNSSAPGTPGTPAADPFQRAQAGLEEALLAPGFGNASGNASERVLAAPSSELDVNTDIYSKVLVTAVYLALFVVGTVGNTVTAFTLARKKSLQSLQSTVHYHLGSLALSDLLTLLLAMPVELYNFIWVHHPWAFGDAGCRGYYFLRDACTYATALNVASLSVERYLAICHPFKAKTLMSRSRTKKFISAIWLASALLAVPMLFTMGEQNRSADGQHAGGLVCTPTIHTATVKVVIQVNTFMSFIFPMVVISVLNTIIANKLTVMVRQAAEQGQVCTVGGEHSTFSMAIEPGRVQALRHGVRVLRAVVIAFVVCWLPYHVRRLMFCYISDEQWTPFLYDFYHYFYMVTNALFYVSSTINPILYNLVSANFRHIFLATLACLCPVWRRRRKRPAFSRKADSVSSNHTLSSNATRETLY
GPR55 activation: GPR55 agonists via beta-arrestin recruitment, primary screen, imaging, U2OS cells, beta-arrestin-GFP redistribution (AID 1961). G-protein coupled receptor 55 (Homo sapiens). U2OS GPR55 beta-arrestin-GFP redistribution imaging; higher % means a stronger effect. one-dose activation, % at 10 µM; EC50 in µM for titrated hits. 290,000 compounds, 0.048% hits;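 active means activation above 40% with more than 50 cells counted in the well; inconclusive means wells holding fewer than 50 cells, flagged as toxic or sparse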;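 further: U2OS osteosarcoma cells stably expressing GPR55 and beta-arrestin-GFP; plate controls were DMSO negative control for no effect and LPI positive control for full effect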
NS5 inhibitors: Dengue-2 NS5 methyltransferase inhibitors, primary screen, biochemical, confirmation dose response (AID 588689) | Genome polyprotein (Dengue virus type 2 (strain 16681-PDK53)) | Dengue-2 NS5 methyltransferase capping enzyme assay, biochemical; higher % means a stronger effect | inhibition, % at 25 µM; hits with a dose series show IC50 in µM | 340,000 compounds, 0.3% hits; in the data active means a potency from the dose series; inconclusive means inhibition above about 29% without an active follow-up result
AID2073: inhibitors of Mint1-CaV2.2 protein interaction, biochemical, HTRF (AID 2073); Voltage-dependent N-type calcium channel subunit alpha-1B (Homo sapiens); HTRF protein-protein interaction, Mint1-CaV2.2; higher % means a stronger effect; one-dose inhibition, % at 20 µM; IC50 in µM for titrated hits; 290,000 compounds, 0.19% hits; in the data active means inhibition mostly above about 51%, no sharp cut-off; inconclusive means no clear call, values can overlap the other calls; inactive means mostly below about 53%; further: some results filed as inactive read as strong as hits
NTR1 agonist cell count 20 µM: also measured in NTR1 agonist; calls as there; cell count; measured here: cell count, cytotoxicity flag
Numbers without * were called inactive; i = inactive; ? = inconclusive; . = no result given.

The opening 8 compounds as a preview:
SMILES	Yfh1-off respiration	Large T inhibition	GPR55 LPI antagonism	MgcRacGAP inhibition	GPR35 arrestin U2OS	NTR1 agonist	NTR1 agonist cell count 20 µM	GPR55 activation	NS5 inhibitors	AID2073
COc1ccc(OC)c(NC(=O)CSc2nnc(-c3ccncc3)s2)c1	.	24%	-3%	11%	-1%	0.3	51	-0.1%	4%	1%
C[N+](C)(C)CCCN(Cc1ccc2c(c1)OCO2)C(=O)NC1CCCCC1	i	16%	0%	16%	-4%	-0.7	51	-0.1%	-2%	-23%
CC1=C(C(=O)OCC2CCCO2)C(c2coc3ccc(Cl)cc3c2=O)C2=C(CCCC2=O)N1 (stereo unspecified)	i	19%	-4%	8%	-18%	1.9	42	0.1%	-7%	2%
COc1ccc(CC(=O)Nc2ccc(S(=O)(=O)NCC3CCCO3)cc2)cc1 (stereo unspecified)	i	5%	10%	10%	2%	0.9	48	-0.2%	-1%	-29%
CN(Cc1ccccc1)C(=O)[C@H]1CCC(=O)N1Cc1ccco1	.	8%	2%	4%	-2%	-0.5	39	0.0%	-7%	22%
C/C(=N\NC(=S)Nc1ccccc1C)C1Cc2ccccc2C(=O)O1 (stereo unspecified)	i	10%	-1%	9%	-13%	0.4	38	-0.2%	-5%	-31%
COc1ccc(OC)c(CCNC(=O)CS(=O)(=O)Cc2nc(-c3ccc(C)cc3)oc2C)c1	i	0%	21%	5%	-3%	0.2	79	0.0%	1%	13%
CCC(=O)N1CCN(c2ccccc2NC(=S)NC(=O)c2cccc([N+](=O)[O-])c2)CC1	i	4%	11%	1%	-2%	4.2	87	-0.3%	9%	34%

The listing, from the start:
SMILES	Yfh1-off respiration	Large T inhibition	GPR55 LPI antagonism	MgcRacGAP inhibition	GPR35 arrestin U2OS	NTR1 agonist	NTR1 agonist cell count 20 µM	GPR55 activation	NS5 inhibitors	AID2073
COc1ccc(OC)c(NC(=O)CSc2nnc(-c3ccncc3)s2)c1	.	24%	-3%	11%	-1%	0.3	51	-0.1%	4%	1%
C[N+](C)(C)CCCN(Cc1ccc2c(c1)OCO2)C(=O)NC1CCCCC1	i	16%	0%	16%	-4%	-0.7	51	-0.1%	-2%	-23%
CC1=C(C(=O)OCC2CCCO2)C(c2coc3ccc(Cl)cc3c2=O)C2=C(CCCC2=O)N1 (stereo unspecified)	i	19%	-4%	8%	-18%	1.9	42	0.1%	-7%	2%
COc1ccc(CC(=O)Nc2ccc(S(=O)(=O)NCC3CCCO3)cc2)cc1 (stereo unspecified)	i	5%	10%	10%	2%	0.9	48	-0.2%	-1%	-29%
CN(Cc1ccccc1)C(=O)[C@H]1CCC(=O)N1Cc1ccco1	.	8%	2%	4%	-2%	-0.5	39	0.0%	-7%	22%
C/C(=N\NC(=S)Nc1ccccc1C)C1Cc2ccccc2C(=O)O1 (stereo unspecified)	i	10%	-1%	9%	-13%	0.4	38	-0.2%	-5%	-31%
COc1ccc(OC)c(CCNC(=O)CS(=O)(=O)Cc2nc(-c3ccc(C)cc3)oc2C)c1	i	0%	21%	5%	-3%	0.2	79	0.0%	1%	13%
CCC(=O)N1CCN(c2ccccc2NC(=S)NC(=O)c2cccc([N+](=O)[O-])c2)CC1	i	4%	11%	1%	-2%	4.2	87	-0.3%	9%	34%
O=C1CC(C(=O)N2CCN(c3ccc(F)cc3)CC2)CN1CCc1ccccc1 (stereo unspecified)	i	4%	2%	11%	-3%	-1.9	88	-0.1%	-6%	-4%
CCCCN1CC[C@H]2C=CC[C@@H](C(=O)N3CCN(c4ccccc4)CC3)[C@H]2C1=O	i	5%	.	7%	.	-2.8	98	.	-5%	.
COc1ccc2[nH]cc(CCNC(=O)C3CCCNC3=O)c2c1 (stereo unspecified)	i	1%	1%	0%	3%	1.7	49	-0.1%	1%	9%
CCN(CCO)Cc1csc2ccc(Cl)cc12	i	8%	18%	7%	14%	0.9	36	1.0%	3%	-5%
CC(C)NC(=O)c1ccc(CS(=O)(=O)c2ccc(Br)cc2)o1	i	1%	-14%	2%	2%	-2.0	73	-0.1%	-4%	-8%
Cc1ccc(Nc2nc(N)c(C#N)c(CC#N)c2C#N)cc1	i	2%	1%	-1%	5%	-1.0	61	0.2%	1%	10%
CN(C(=S)SCc1ccccc1)C1CCS(=O)(=O)C1 (stereo unspecified)	i	22%	-2%	6%	-27%	0.8	54	-0.1%	-11%	-1%
CCn1c(Cc2ccccc2)nnc1SCC(=O)Nc1ccc(N)cc1	i	27%	-20%	18%	-1%	0.6	39	0.0%	2%	-8%
Cc1cccc(N2CCN(C(=O)CCC(=O)N3CC(C)Oc4ccccc43)CC2)c1C (stereo unspecified)	.	5%	16%	4%	2%	2.0	65	0.0%	-6%	4%
Cc1ccc(C2=NN(C(=O)CSc3nccn3C)C(c3ccco3)C2)cc1 (stereo unspecified)	.	13%	6%	7%	6%	1.0	61	-0.1%	-5%	-3%
CC(=O)c1c(C)oc2ccc(NS(=O)(=O)c3ccccc3)cc12	.	8%	-4%	-2%	16%	0.7	47	-0.1%	-9%	14%
Cc1nn(-c2ncc(C(F)(F)F)cc2Cl)c(=O)n1-c1c(F)cccc1F	i	7%	-4%	11%	-4%	-2.2	67	0.1%	-15%	5%
COc1ccc(Nc2nc(N3CCN(S(C)(=O)=O)CC3)nc3ccccc23)c(OC)c1	.	-5%	-2%	6%	14%	1.7	60	0.6%	.	9%
Cc1ccc2[nH]c3c(=O)n(CC(=O)Nc4ccccc4N4CCN(C)CC4)ncc3c2c1	.	6%	14%	8%	3%	0.4	33	-0.1%	-1%	-1%
O=C(NCc1ccccc1)N1CCN(c2ccccc2)CC1	.	9%	12%	4%	4%	-1.4	70	0.2%	-1%	-3%
CCCN1CCN(C(=O)c2c(Cl)cnn2C)CC1	.	10%	11%	3%	10%	-1.0	50	0.0%	-4%	-3%
COC(=O)c1ccc(NC(=O)Cc2ccc(F)cc2)cc1	i	5%	-4%	-1%	-13%	2.0	46	0.2%	-6%	-3%
Other entries follow:
SMILES	Yfh1-off respiration	Large T inhibition	GPR55 LPI antagonism	MgcRacGAP inhibition	GPR35 arrestin U2OS	NTR1 agonist	NTR1 agonist cell count 20 µM	GPR55 activation	NS5 inhibitors	AID2073
CCN(CC)C(=O)CCn1nc(-c2ccc(C)cc2)c2ccccc2c1=O	.	-1%	-2%	11%	-3%	0.7	61	0.4%	-1%	11%
N#Cc1ccccc1Cn1c(=O)n(C2CCCC2)c(=O)c2ccccc21	i	4%	4%	6%	6%	2.2	104	-0.1%	0%	?
CCOc1cc(N2CCOCC2)c(OCC)cc1NC(=O)CCC1CCCC1	i	12%	-1%	4%	13%	1.6	50	-0.1%	-5%	-2%
CN1C(=O)CC(Sc2ncccc2C(=O)O)C1=O (stereo unspecified)	i	0%	-10%	5%	6%	1.3	65	0.0%	3%	3%
Cc1ccc(NC(=O)CCNC(=O)c2ccccc2)cc1F	.	5%	-1%	7%	6%	0.5	49	0.0%	-6%	8%
O=C(OCc1ccccc1F)c1ccc2c(c1)-c1ccccc1C2=O	i	-2%	10%	9%	-6%	4.7	53	-0.1%	0%	-2%
O=C1CS/C(=N\N=C\c2ccccc2Cl)N1CC1CC1	i	0%	-2%	2%	4%	9.9	36	-0.3%	7%	2%
COc1cccc(-c2nn(-c3ccccc3)cc2C(=O)O)c1	i	11%	9%	9%	-3%	-0.7	45	0.2%	4%	2%
O=C1CCCCCN1Sc1ccccc1	i	34%	22%	88µM*	2%	9.1	50	0.1%	.	-36%
COc1ccc(C2=NN(CCC(=O)NCC3CCCO3)C(=O)CC2)cc1 (stereo unspecified)	.	9%	-4%	-12%	8%	-0.2	70	-0.2%	-14%	5%
COc1cc(OC)c(C(=O)NCc2ccco2)cc1OC	.	9%	7%	8%	-7%	-0.5	47	2.3%	-3%	-1%
CCC(=O)N1c2ccccc2NC2=C(C(=O)CCC2)C1c1ccco1 (stereo unspecified)	i	15%	14%	1%	8%	-0.8	96	-0.3%	-5%	6%
O=C(Cc1cccc2ccccc12)N/N=C/c1ccc(F)cc1	i	18%	4%	4%	-10%	4.9	57	-0.1%	-5%	2%
O=C(c1cc(COc2ccc(F)cc2Cl)on1)N1CCN(c2cnccn2)CC1	.	9%	2%	6%	2%	0.1	48	-0.1%	-4%	9%
CCCn1c(N)c(NCCN2CCOCC2)c(=O)[nH]c1=O	i	-6%	18%	3%	19%	0.7	35	-0.3%	10%	-5%
Cc1ccc(CNC(=O)C23CN(Cc4ccccc4)CC2C(c2cccc([N+](=O)[O-])c2)=NO3)cc1 (stereo unspecified)	i	6%	1%	6%	7%	9.9	40	-0.3%	-3%	-2%
Cc1ccc(C)c(NC(=O)CN(C)C(=O)C2CCN(C(=O)Nc3ccccc3)CC2)c1	.	13%	.	-2%	.	-0.4	51	.	9%	.
O=C(O)[C@H](Cc1ccccc1)Nc1ccc([N+](=O)[O-])cn1	.	6%	-3%	7%	1%	0.0	45	-0.1%	7%	-22%
COc1cc2c(cc1OC)C(=O)Cc1ccc3c(c1CN(C)CC2)OCO3	i	2%	4%	1%	-8%	-1.1	98	0.1%	4%	10%
COc1ccccc1N1CCN(CC(=O)N(CC(C)C)c2c(N)n(CC(C)C)c(=O)[nH]c2=O)CC1	i	7%	11%	3%	-16%	-0.2	79	0.0%	-4%	1%
COc1cccc(NC(=O)C2CCCN(S(=O)(=O)c3cccc4nonc34)C2)c1 (stereo unspecified)	i	1%	11%	7%	-2%	0.4	96	-0.6%	.	23%
O=C(COC(=O)c1cc2ccccc2cc1O)Nc1cccnc1Cl	i	2%	9%	1%	-1%	2.4	52	-0.2%	-4%	18%
Cc1c(N=Cc2ccc(Br)s2)cccc1[N+](=O)[O-]	i	1%	6%	5%	-9%	3.5	74	-0.1%	-4%	-3%

Random draw from the library. About 1.7% of those tested had a hit in this group.
